# Bioassay records from PubChem BioAssay.
# CHRM5 agonist: agonists of human muscarinic M5 receptor (CHRM5) | CHO-K1 hM5 cells, Fluo-8 calcium fluorescence; 0% DMSO wells, 100% maximal acetylcholine response | activation, % at 3 µM | 360,000 compounds, 0.19% hits;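 active = activation above the run's mean over test compounds plus 3 SD, cut at about 23% in these data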;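 also: signal is peak over basal fluorescence ratio across the kinetic read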
# CRFBP-R2 agonist: CRF-BP/CRF-R2 complex agonism; HEK293 CRF-R2/CRF-BP, calcium dye fluorescence (FLIPR); percent of saturating CRF peptide response; activation, % at 13.2 µM; 350,000 compounds, 0.46% hits; AID 588473;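 active = activation of at least 50%, plus an integration ratio under a set limit after plate pattern correction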;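 also: plate controls were neutral control wells without compound for no effect and CRF at EC100 for full effect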
# CRFR2-BP antag: antagonists of CRF-binding protein/CRF-R2 receptor complex | inhibition, % at 11.8 µM | 350,000 compounds, 0.59% hits | HEK293 CRF-R2/CRF-BP, CRF-induced calcium fluorescence;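 active = inhibition of the ligand-induced calcium signal above about 50% at the single tested concentration, limit read from the data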
# CHRM4 PAM: CHRM4 positive allosteric modulation | CHO-K1 hM4/Gqi5, Fluo-8 calcium fluorescence, ACh EC20; 0% = ACh EC20, 100% = maximal ACh | activation, % at 3 µM | 360,000 compounds, 0.4% hits | AID 624126;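 active = activation above its plate's cutoff, the mean activation of sample wells plus 3 SD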; also: some results filed as inactive read as strong as hits
# CHRM5 PAM: CHRM5 positive allosteric modulation | activation, % at 3 µM | CHO-K1 hM5, Fluo-8 calcium, ACh EC20 PAM; 0% = ACh EC20, 100% = ACh EC100 | 360,000 compounds, 0.3% hits | AID 624038 | P08912;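 active = activation above the run cutoff, the mean activation of all test compounds plus 3 SD, cut at about 18% in these data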
#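 System – CHO-K1 hM5 cells · Compound – 3 µM, single dose · Incubation – compound preincubation 140 s before EC20 acetylcholine addition · Technique – Fluo-8 calcium fluorescence · Measure – Max/basal fluorescence ratio as % of EC20–EC100 ACh window · Benchmarks – low control EC20 acetylcholine (0%), high control EC100 acetylcholine (100%) · Replication – singlicate, one well per test compound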
# CHRM4 antagonist: CHRM4 antagonism in calcium assay. AID 624125. P08173. CHO-hM4 cells, ACh EC80, Fluo-8 calcium fluorescence. 360,000 compounds, 0.73% hits. inhibition, % at 3 µM;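 active = inhibition above its plate's cutoff, the mean inhibition of sample wells plus 3 SD, cut at about 27% in these data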;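 also: 0% = acetylcholine EC80 with DMSO and 100% = DMSO without agonist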
# M5 antag: blocks acetylcholine activation of human M5 receptor. P08912. CHO-hM5 cells, Fluo-8 calcium fluorescence, ACh EC80. inhibition, % at 3 µM. 360,000 compounds, 0.59% hits. AID 624040;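 active = inhibition above a per-plate cutoff, the mean of that plate's test compounds plus 3 SD, cut at about 27% in these data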;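 also: 0% = acetylcholine EC80 with DMSO and 100% = DMSO without agonist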
# IDE inh: inhibits human insulin-degrading enzyme in HEK cells; P14735; FAbetaB cleavage, fluorescence polarization; inhibition, % at 5.59 µM; 320,000 compounds, 0.41% hits; AID 434962;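 active = percent inhibition above the average of all tested compounds plus 3 SD, set per screening campaign, cut at about 16% in these data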;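 also: IDE supplied by intact live HEK cells; FP after avidin binding of uncleaved biotin substrate so inhibition keeps polarization high; 0% = DMSO wells and 100% = 60 µM reference IDE inhibitor Ii1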
# Target sequence (P14735 whole entry, looked up): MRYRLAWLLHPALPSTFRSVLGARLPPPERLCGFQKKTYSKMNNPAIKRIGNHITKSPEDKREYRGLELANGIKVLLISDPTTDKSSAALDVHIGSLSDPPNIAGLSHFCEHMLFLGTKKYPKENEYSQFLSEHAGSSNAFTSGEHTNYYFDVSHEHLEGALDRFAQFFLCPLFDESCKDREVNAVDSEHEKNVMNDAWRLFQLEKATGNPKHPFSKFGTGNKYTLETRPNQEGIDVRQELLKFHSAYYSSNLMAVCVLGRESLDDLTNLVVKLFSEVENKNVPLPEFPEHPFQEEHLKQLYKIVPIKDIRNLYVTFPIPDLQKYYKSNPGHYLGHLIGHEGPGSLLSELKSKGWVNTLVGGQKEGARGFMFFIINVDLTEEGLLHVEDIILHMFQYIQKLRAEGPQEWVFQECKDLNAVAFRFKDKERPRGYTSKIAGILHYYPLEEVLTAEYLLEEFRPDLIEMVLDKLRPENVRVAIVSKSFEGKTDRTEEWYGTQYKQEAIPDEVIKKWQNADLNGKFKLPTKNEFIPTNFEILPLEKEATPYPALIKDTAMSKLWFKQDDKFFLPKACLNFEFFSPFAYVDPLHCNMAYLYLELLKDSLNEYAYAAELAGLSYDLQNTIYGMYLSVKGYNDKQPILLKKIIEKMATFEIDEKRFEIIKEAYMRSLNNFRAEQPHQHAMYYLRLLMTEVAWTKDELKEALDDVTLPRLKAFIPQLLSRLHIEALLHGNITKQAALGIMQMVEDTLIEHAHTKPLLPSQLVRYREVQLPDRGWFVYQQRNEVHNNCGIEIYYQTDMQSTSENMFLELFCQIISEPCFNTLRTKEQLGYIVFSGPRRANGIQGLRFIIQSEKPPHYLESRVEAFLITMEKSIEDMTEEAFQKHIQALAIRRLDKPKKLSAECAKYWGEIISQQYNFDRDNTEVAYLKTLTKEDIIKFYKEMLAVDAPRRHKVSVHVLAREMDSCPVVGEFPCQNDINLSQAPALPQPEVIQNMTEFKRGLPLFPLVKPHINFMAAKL
# M4 ag: CHRM4 agonism in calcium assay; P08173; CHO-K1 hM4/Gqi5, Fluo-8 calcium fluorescence; vehicle 0%, full acetylcholine response 100%; activation, % at 3 µM; 360,000 compounds, 0.14% hits; AID 624127;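 active = activation above the run mean over all test wells plus 3 SD, cut at about 32% in these data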;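 also: peak over basal fluorescence ratio per well then scaled between controls; 0% = DMSO wells and 100% = acetylcholine at EC100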
# Numbers without * were called inactive; · = no result given.
CHRM5 agonist	smiles	CRFBP-R2 agonist	CRFR2-BP antag	CHRM4 PAM	CHRM5 PAM	CHRM4 antagonist	M5 antag	IDE inh	M4 ag
-1	Cn1cnnc1SCC(=O)Nc1ccc(S(N)(=O)=O)cc1	0.6	-5	-5	-4	-13	8	-3	0
-2	Cc1ccc(-c2csc3ncnc(Oc4cccc5ccc(C)nc45)c23)cc1	2.8	-19	-2	4	-1	1	-5	0
6	S=C(NCc1ccc(Cl)cc1)NCc1ccccn1	9.3	20	-7	2	1	6	-3	2
1	Cc1ccc2nc(SC(C(=O)c3ccccc3)c3ccccc3)nc(C)c2c1 (configuration not stated)	5.9	13	21	4	-9	-1	4	-1
-4	CC1(c2ccc(Cl)cc2)NC(=O)N(CC(=O)N2CCCC2)C1=O (configuration not stated)	-1.7	8	5	-6	-3	14	4	1
-1	CC1(C(=O)NS(=O)(=O)c2ccc3ccccc3c2)CCN1C(=O)Cc1ccc(-c2ccccc2)cc1 (configuration not stated)	·	·	-2	2	2	1	·	-1
-1	O=C(NN=Cc1cccc([N+](=O)[O-])c1)c1cc(-c2cccnc2)nc2ccccc12	-0.8	-26	6	-1	7	17	1	-1
-2	N/C(=N\OC(=O)CCC1CCCC1)c1ccccc1	1.6	-43	10	-1	3	-1	5	0
-7	CCn1cc(/C=N\NC(=O)c2csc3ccccc23)c(C)n1	-0.7	1	-2	-26	-15	-2	3	7
4	Cc1ccc(N2C(=O)N3[C@H](c4cccc(C)c4)[C@@H]4C(=O)N(Cc5ccccc5)C(=O)[C@@H]4[C@]3(C)C2=O)cc1	0.5	-14	0	10	1	-2	2	-1
2	COc1ccc(OC)c(S(=O)(=O)NCC(=O)O)c1	-0.2	9	4	2	-5	4	-1	0
-5	CCNC(=S)N/N=C(\C)c1cccc([N+](=O)[O-])c1	-1.7	-8	8	4	-19	-17	2	1
-1	CCOc1ccc(C(=O)Nc2ccc(S(=O)(=O)Nc3cc(C)on3)cc2)cc1	1.0	1	-3	-1	1	8	-7	1
5	COc1ccc(NS(=O)(=O)c2cccc(NC(=O)c3ccc(Cl)nc3)c2)cc1	-0.4	-21	-12	-18	24	35*	0	15
-1	CCC(C)C(=O)Nn1c(C2CC2)nc2cc(OC)c(OC)cc2c1=O (configuration not stated)	0.5	-13	1	8	-3	8	4	1
-6	COc1ccc(NC(=O)c2ccc3c(c2)CCN3S(=O)(=O)c2ccccc2)cc1	0.4	-2	-16	0	-6	-2	2	11
-1	CCOc1cc(/C=N/NC(=O)c2nnn(-c3nonc3N)c2C)ccc1OCc1ccc(F)cc1	2.6	-7	-2	1	1	-3	-7	0
0	COc1ccc(C(NC(=O)C2CCN(CCCOc3ccccc3)CC2)c2cccs2)cc1 (configuration not stated)	·	·	-5	-2	-14	-6	·	8
7	Nc1nc(Nc2ccccc2F)nc(NCc2ccco2)c1[N+](=O)[O-]	0.0	-16	5	14	1	-1	-2	-1
1	COc1ccc(-n2c(C)cc(/C=N/Nc3nnc(C)n3N)c2C)cc1	-1.3	8	0	3	6	3	5	1
-1	Cc1c(NC(=O)COC(=O)C2(c3ccc(F)cc3)CCCC2)c(=O)n(-c2ccccc2)n1C	0.5	-22	-5	1	9	-2	-4	0
3	O=C(CCCN1C(=O)/C(=C/c2ccccc2Cl)SC1=S)NNC(=O)c1cccnc1	1.2	-21	-17	1	1	7	3	4
-3	Cc1ccccc1C(=O)N1CCc2cc(-c3csc(NC(=O)CN4CCCC4)n3)ccc21	1.4	-8	-10	-4	4	6	0	8
-4	O=C(O)C1CCCN1S(=O)(=O)c1ccc(Cl)cc1 (configuration not stated)	0.7	-5	3	1	-3	5	1	1
-3	Cc1cccc(CSC2=NN3CCCC(=O)N=C3S2)c1	-2.8	-2	-6	-4	3	5	8	5
1	CCOC(=O)c1c(C)c(C(=O)NC2CCCCCC2)c(C)n1C	0.1	0	7	5	0	-6	·	2
0	C=CCOc1ccc(C2NC(=O)c3ccccc3O2)cc1OCC (configuration not stated)	-0.7	-5	5	4	-4	1	5	1
-5	CC(C)C(NC(=O)CSCc1ccc([N+](=O)[O-])cc1)C(C)C	1.2	4	10	-6	8	5	1	1
-3	CCc1nnc(NC(=O)CCn2cnc3ccccc3c2=O)s1	1.5	22	3	-4	-4	16	1	0
-3	COc1ccc(/C=N/N=C(\N)c2nonc2N)cc1OC	-0.8	0	-1	12	-12	-4	-1	3

# The closing three entries of the part before lead into the next.
CHRM5 agonist	smiles	CRFBP-R2 agonist	CRFR2-BP antag	CHRM4 PAM	CHRM5 PAM	CHRM4 antagonist	M5 antag	IDE inh	M4 ag
-5	CC(C)C(NC(=O)CSCc1ccc([N+](=O)[O-])cc1)C(C)C	1.2	4	10	-6	8	5	1	1
-3	CCc1nnc(NC(=O)CCn2cnc3ccccc3c2=O)s1	1.5	22	3	-4	-4	16	1	0
-3	COc1ccc(/C=N/N=C(\N)c2nonc2N)cc1OC	-0.8	0	-1	12	-12	-4	-1	3
-2	CC1(C)CC(=O)C/C(=N/Nc2nc3ccccc3s2)C1	-0.3	-13	0	2	-4	4	10	2
-1	CN(CC(=O)Nc1ccc(Cl)cc1)C(=O)Cc1c(F)cccc1Cl	0.2	-9	8	-5	-12	6	-2	3
1	CCOC(=O)c1ccc(NC(=O)CSCc2ccco2)cc1	0.5	-22	-5	-7	4	5	4	1
-3	O=[N+]([O-])c1cc(S(=O)(=O)NC2=NCCCCC2)ccc1Cl	-1.0	6	10	11	-19	-12	2	3
1	CNC[C@H]1Oc2ccc(NC(=O)Nc3ccc4c(c3)OCO4)cc2C(=O)N([C@H](C)CO)C[C@@H]1C	2.3	1	11	4	-13	7	4	0
-2	CCC1Oc2ccc(C)cc2N(CC(=O)NCCN2CCOCC2)C1=O (configuration not stated)	1.3	4	-5	-1	-5	13	1	1
-1	CC(C)(C)C(=O)Nc1cc(NC(=O)C(C)(C)C)cc(C(=O)NNC(=O)c2ccncc2)c1	-2.6	-4	3	2	-3	3	0	1
2	O=C(O)CCNC(=O)OCC1c2ccccc2-c2ccccc21	-5.3	60*	5	0	-1	1	0	1
-1	Cc1ccc(S(=O)(=O)N2CCC(C(=O)OCC(=O)N(C)C3CCS(=O)(=O)C3)CC2)cc1C (configuration not stated)	-0.6	0	-3	-2	2	6	-2	0
-5	NS(=O)(=O)c1ccc(NC(=O)CN2C(=O)C3C4C=CC(C4)C3C2=O)cc1 (configuration not stated)	0.9	-3	3	-4	-3	9	-1	1
0	CCOC(=O)CNC(=O)C1c2ccccc2Oc2ccccc21	0.0	1	2	-4	-9	-2	0	1
-2	Cc1cc(C)n2nc(C(=O)Nc3ccc4c(c3)OCO4)cc2n1	-2.5	-7	14	-2	-8	0	-3	0
2	CCOc1ccccc1N(CC(=O)NC(C)(C)C)C(=O)c1ccc(CN2CCOCC2)o1	-2.0	32	14	8	-7	-12	-3	1
-4	COc1ccc(C(=O)N=c2nc3ccccn3s2)cc1	-1.0	-2	13	7	1	-4	3	1
5	CCCc1cc(C(=O)Nc2nnc(C)s2)cs1	0.2	-35	5	8	-7	-8	4	1
-2	CSc1nc(C)c(CCOCc2ccccc2)c(=O)[nH]1	-2.0	1	1	-3	-6	3	2	0
-3	COCCn1nnnc1C(c1ccc(OC)c(OC)c1)N1CCN(c2nc3ccccc3s2)CC1 (configuration not stated)	-2.7	-10	1	-1	-1	-12	9	2
-11	Cc1ccc(NC(=S)/C(=C(\[O-])c2ccc(F)cc2)[n+]2ccccc2)cc1	0.3	2	3	-1	-2	-2	8	0
-3	O=C(COc1ccc2c3c(c(=O)oc2c1)CCCC3)NCc1cccnc1	-1.5	3	4	-2	-12	8	-3	2
-4	O=C(O)c1ccc2ncsc2c1	-0.2	-8	4	-2	-9	4	-4	0
3	CC1=Nn2c(nnc2C2CCCCC2)SC1	-2.0	-2	31*	10	10	-2	0	0
3	CC(C)n1nc(C(=O)OCC(=O)N2CC(=O)Nc3ccccc32)c2ccccc2c1=O	-1.1	7	20*	3	-17	2	3	2
3	CN(CCc1ccccn1)C(=O)CCC1CCCN(C(=O)c2ccccn2)C1 (configuration not stated)	0.2	-22	-2	3	-14	0	-1	1
6	COc1ccc(Cl)cc1NC(=O)CN(C)C(=O)CN1C(=O)NC(C)(c2ccc3ccccc3c2)C1=O (configuration not stated)	0.0	-5	8	6	6	3	·	8
-1	O=C(NN=C1CCCCCC1)c1cc2ccccc2cc1O	2.2	-8	1	-2	6	14	3	2
-1	Cc1ccc(N(C)S(=O)(=O)c2cccc(C(=O)Nc3ccc(C)cn3)c2)cc1	0.9	-22	-2	-5	-9	2	0	7
0	CC(C)C[C@H]1CN([C@@H](Cc2ccccc2)CN2CCC[C@H]2CN2C(=O)C(=O)NC[C@@H]2Cc2ccccc2)C(=O)C(=O)N1CCc1ccccc1	·	·	0	5	-1	-6	·	1
1	CN(CC(=O)Nc1c(Cl)cccc1Cl)C(=O)C1CCN(C(=O)Nc2ccccc2)CC1	0.2	0	0	5	-14	0	-8	0
0	NC(=O)CCNC(=O)c1ccc(Cl)cc1	-2.7	-1	-2	1	-5	0	9	1
4	CSc1ccccc1C(=O)C1CCCN(C(=O)c2cc(C(C)C)no2)C1 (configuration not stated)	-0.2	-3	-4	-9	-13	10	-2	8
-4	COc1cc(S(=O)(=O)N2CCOCC2)ccc1NC(=O)c1cc2c(s1)CCC2	-0.2	3	10	-5	1	-1	-3	2
-4	Cc1c(Cl)cccc1NS(=O)(=O)c1c(C(=O)N2CCOCC2)c(C)n(C)c1C	1.0	-14	3	2	9	2	-2	0
4	CC(C)CCC(CC(C)O)C(=O)NNC(=S)Nc1ccccc1 (configuration not stated)	-2.1	3	9	1	-6	6	3	2
-3	CCc1cccc(CC)c1NC(=O)c1cccc(S(=O)(=O)N2CCN(C)CC2)c1	0.8	-16	2	8	-4	-4	·	1
-6	O=S(=O)(Nc1cccc(-c2ccc(N3CCCCCC3)nn2)c1)c1ccccc1F	-0.7	-14	-5	-7	-4	13	0	1
-1	CSc1ncnc2c1ncn2CCCNCc1ccccc1	1.0	7	6	3	-11	2	·	1
0	COc1ccc2c(c1OC)C(=O)OC2	-0.7	0	5	-13	-9	12	-6	0
-4	Oc1ccccc1CNc1ccc2c(c1)OCCO2	0.0	8	-1	-1	-10	-2	-9	1
-1	Cc1cc(C)nc(NC(=O)CSc2nn(C)c(=S)s2)n1	0.5	-27	4	-16	-3	-2	1	1
-4	Cc1cccc(C)c1NC(=S)N1CCC(c2ccccc2)C1 (configuration not stated)	-1.8	4	0	1	-8	3	5	1
5	O=C1C(=O)c2ccccc2C(O)=C1CC=C(Cl)Cl	1.4	18	6	2	0	5	·	1
0	Cn1c(SCc2nc3ccccc3[nH]2)nnc1-c1ccccn1	-0.5	6	2	-2	-4	-1	8	2
-1	O=C(O)c1cccc2c1C(=O)c1ccc(N3CCN(Cc4ccc5c(c4)OCO5)CC3)cc1S2(=O)=O	9.2	5	-6	-2	-14	10	·	13

# An unsorted share of the library, and some 2.9% of all compounds hit somewhere here.
